Screens (PubChem)
STK33 kinase inh: inhibitors of human STK33 kinase; purified STK33, MBP phosphorylation, ADP-Glo luminescence; inhibition, % at 10 µM; 320,000 compounds, 0.073% hits;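 active means inhibition at or above 25%, using the most active replicate where run in duplicate; inactive means inhibition below 25%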
Target sequence (Q9BYT3 whole entry, looked up): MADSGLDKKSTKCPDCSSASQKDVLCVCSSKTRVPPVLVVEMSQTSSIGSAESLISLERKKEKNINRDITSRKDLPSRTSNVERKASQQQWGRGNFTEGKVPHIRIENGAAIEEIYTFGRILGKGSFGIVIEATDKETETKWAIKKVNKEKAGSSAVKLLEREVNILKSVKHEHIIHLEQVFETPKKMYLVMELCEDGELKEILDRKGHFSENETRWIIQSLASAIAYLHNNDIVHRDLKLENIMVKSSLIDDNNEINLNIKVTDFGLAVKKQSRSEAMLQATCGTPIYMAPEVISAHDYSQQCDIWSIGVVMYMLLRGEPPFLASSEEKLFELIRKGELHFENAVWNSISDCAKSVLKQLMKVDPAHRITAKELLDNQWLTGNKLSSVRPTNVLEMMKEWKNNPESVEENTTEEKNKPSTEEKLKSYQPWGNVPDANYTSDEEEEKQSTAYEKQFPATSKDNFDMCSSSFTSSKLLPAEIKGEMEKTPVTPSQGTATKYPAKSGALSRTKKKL
Kir21 block: Kir2.1 (mouse) channel inhibition. P35561. HEK293-Kir2.1, FluxOR thallium flux fluorescence; stronger effect = lower value. B-score at 10 µM. 310,000 compounds, 0.85% hits;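 active means fluorescence ratio B-score at or below minus 3 SD of library scores, with starting-brightness B-score within 2 SD, cut at about -4.2 in these data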;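 further: channel flux triggered by added potassium and thallium sulfate stimulus; B-score of peak minus minimum fluorescence over baseline after thallium stimulus; more negative B-score means stronger Kir2.1 block with less thallium influx; some compounds called inactive have numbers as strong as hits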
Target sequence (P35561 whole entry, looked up): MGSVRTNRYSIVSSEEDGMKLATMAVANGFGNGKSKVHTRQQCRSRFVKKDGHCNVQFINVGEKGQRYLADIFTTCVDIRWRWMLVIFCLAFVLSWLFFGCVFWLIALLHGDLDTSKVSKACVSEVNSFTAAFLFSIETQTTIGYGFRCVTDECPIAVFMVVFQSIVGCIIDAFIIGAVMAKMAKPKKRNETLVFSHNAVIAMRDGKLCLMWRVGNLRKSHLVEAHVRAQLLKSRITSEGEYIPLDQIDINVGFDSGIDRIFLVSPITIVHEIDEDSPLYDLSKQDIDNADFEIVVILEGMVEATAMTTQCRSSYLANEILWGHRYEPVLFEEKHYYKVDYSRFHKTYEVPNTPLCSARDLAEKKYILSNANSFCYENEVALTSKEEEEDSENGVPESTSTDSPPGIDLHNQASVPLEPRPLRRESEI
KCNQ2 inh: KCNQ2 channel blockers in CHO-K1 cells – cell-based, FluxOR thallium flux, B-score, primary screen (AID 2156); B-score at 10 µM; 310,000 compounds, 1.1% hits; 20 min; stronger effect = lower value; O88943;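 active means fluorescence ratio B-score at most minus 3 library SDs, with starting brightness B-score within 2 library SDs, cut at about -5.5 in these data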
The depositor's hits bear a star; i = inactive; x = not tested or not shown.

SMILES	STK33 kinase inh	Kir21 block	KCNQ2 inh
COc1ccccc1C(CNC(=O)c1ccc(S(=O)(=O)NCc2ccco2)cc1)N(C)C (stereo not given)	-0.6	-0.04	i
COc1ccccc1NC(=O)Cn1c(C)nc2c(sc(=S)n2Cc2ccco2)c1=O	-1.7	2.74	i
COc1ccccc1CNC(=O)Cc1ccc(OC)c(OC)c1	-3.0	0.32	i
Fc1ccc(Br)cc1C1C=C(c2ccc(Br)cc2)Nc2ncnn21 (stereo not given)	-0.2	-1.22	i
COc1ccc(/C=C/C(=O)OCC(=O)Nc2ccc(N3CCOCC3)cc2)cc1	-0.8	2.21	i
COc1ccc(NC(=O)C(c2ccccc2)c2ccccc2)cn1	-0.9	0.73	i
CN(C)CCCNS(=O)(=O)c1ccc(NC2CCCCCC2)c([N+](=O)[O-])c1	0.1	-0.83	i
O=C(CN(Cc1ccc(F)cc1)C(=O)CCC(=O)Nc1ccccn1)NCc1ccc(F)cc1	0.1	0.85	i
COc1ccccc1OCC(=O)N1CC2(C)CC1CC(C)(C)C2 (stereo not given)	0.3	1.3	i
COC(=O)CCC(=O)Nc1sc(Cc2ccccc2)c(C)c1C(N)=O	0.2	-0.58	i
C/C(Cc1ccccc1)=N\NC(=O)c1cccnc1	0.8	1.18	i
CCc1ccc(OC(=O)c2cccnc2)cc1	-0.7	-2.46	i
CCOC(=O)N1CCN(C(=O)COc2cccc3c2CCN(Cc2ccccc2C)C3=O)CC1	-0.7	0.01	i
CCOc1ccc(NC(=O)C/C(N)=N/O)cc1	0.4	1.07	i
COc1ccc(OCCOCCN2CCc3ccccc3C2)cc1	-1.3	-0.03	i
Cc1ccc2nc3c(cc(C#N)c(=N)n3Cc3cccnc3)c(=O)n2c1	4.8	-0.96	i
CC(OC(=O)c1cccc(NS(C)(=O)=O)c1)C(=O)Nc1ccc(N2CCOCC2)cc1 (stereo not given)	-0.2	2.07	i
CCn1cc(CN2CCCC(C(=O)Nc3ccc(-c4cscn4)cc3)C2)cn1 (stereo not given)	0.5	-1	i
COc1ccccc1N1CCN(/N=C/c2cccc(OC)c2OC)CC1	-0.3	-1.34	-7.28*
O=C(NCc1ccccc1)C(c1cccnc1)N(Cc1ccco1)C(=O)c1ccccn1 (stereo not given)	0.1	0.01	i
Cc1ccccc1-n1ncc(C(C)NC(=O)c2ccco2)c1C (stereo not given)	-1.7	-0.24	i
CCc1nc2ccc(C(=O)N3CCN(c4cccc(C(F)(F)F)c4)CC3)cc2nc1CC	-0.9	0.89	i
Cc1ccc([N+](=O)[O-])c(OCCCN2CCCCCC2)c1	-2.5	0.63	i
CCOc1ccc2nc(SCC(=O)NC(=O)NCc3ccco3)[nH]c2c1	3.4	1.1	i
COC(=O)c1ccc(CNC(=O)C2CCC(=O)N(CCc3ccccc3)C2)cc1 (stereo not given)	-0.1	-0.56	i
Cc1ccc(NC(=O)c2oc3ccccc3c2C)c([N+](=O)[O-])c1	-0.6	-0.13	i
COc1ccc(NC(=O)CSC2=NN3CCCC(=O)N=C3S2)c(OC)c1	-1.0	-1.97	i
NCC(c1ccccc1)c1c[nH]c2ccccc12 (stereo not given)	-0.8	-0.03	i
O=C(c1cnc2ccccn2c1=O)N1CCCc2ccccc21	-0.1	1.9	i
CC(=O)Oc1ccc(/C=C(\NC(=O)c2ccco2)C(=O)Nc2ccc(C(C)=O)cc2)cc1	1.1	-0.19	i
CN(C)Cc1c(C(=O)N/N=C/CCc2ccccc2)nnn1-c1nonc1N	1.1	1.82	i
N/C(=N\OC(=O)c1ccc2ccccc2c1)c1ccncc1	1.6	-0.03	i
Cc1cc(C(=O)NC(C)C2CC2)c(Cl)cc1Cl (stereo not given)	-0.6	-0.09	i
CCc1nnc(NC(=O)c2ccc(-c3ccccc3F)o2)s1	-1.0	0.02	i
NS(=O)(=O)c1ccc(S(=O)(=O)N(CCc2ccccc2)Cc2ccccn2)cc1	-1.5	-0.24	i
COc1ccc(-n2nc(C(=O)NCC(=O)N3CCN(C)CC3)c3ccccc3c2=O)cc1OC	-0.9	-0.89	i
Cn1c(=O)cc(OCC(=O)NCCCN2CCN(c3ccccc3F)CC2)c2ccccc21	0.4	-0.67	i
CCOC(=O)C1CCCN(C(=O)CN(c2ccc(OC)cc2)S(=O)(=O)c2c(C)noc2C)C1 (stereo not given)	-0.1	-2.16	i
CCc1ccccc1N(CC(=O)N1CCN(c2ccccc2F)CC1)S(C)(=O)=O	-0.4	1.78	i
Cc1ccn(CCC(=O)N2c3ccccc3CC2C)n1 (stereo not given)	0.0	-0.31	i
Oc1ccc2ccccc2c1CNc1ccccn1	0.8	-0.03	i
CCC1OC(c2ccc([N+](=O)[O-])cc2)=Nc2ccccc21 (stereo not given)	0.4	-0.58	i
CCCOn1c(OCC(C)C)nc2ccccc2c1=O	1.4	0.6	i
CC1CCCCN1CCNC(=O)c1ccc2c(=O)n(CCc3ccccc3)c(=O)[nH]c2c1 (stereo not given)	-1.4	-0.03	i
O=C(CSc1ncnc2nc[nH]c12)N1CCN(c2ccccc2)CC1	-0.9	0.74	i
C[N+]1(CC(=O)NNc2c3ccccc3nc3ccccc23)CCOCC1	-0.1	-0.44	i
CNC(=O)c1ccc(NC(=O)/C=C/c2cccc(F)c2)cc1	-0.3	0.61	i
CN(C)/C(=N\O)c1c(Cl)cccc1Cl	0.6	2.24	i
CC12CCC(=O)N1C(C(=O)NNC(=O)c1ccccc1)CS2 (stereo not given)	-1.3	-1.65	i
Cc1ccc(S(=O)(=O)Nc2ccc(Cl)cn2)cc1C	-0.7	0.48	i
Other structures
SMILES	STK33 kinase inh	Kir21 block	KCNQ2 inh
Cc1ccc(-c2nnc3c4ccccc4c(C)nn23)cc1S(=O)(=O)N1CCN(CCO)CC1	1.0	0.1	i
Clc1ccccc1Cn1nnc2ccccc21	-1.1	0.96	i
Cc1c(-c2ccccc2)nc(N)c(C#N)c1-c1ccco1	-1.0	0.16	i
CCOc1ccc(NC(=S)N2CCC(NC(=O)c3ccco3)CC2)cc1	-0.7	0.02	i
COc1ccccc1OCCCOc1c(C)cc(C)cc1Br	6.3	0.45	i
Cc1ccc(OCC(=O)O)c(-n2nc3ccccc3n2)c1	-0.7	-0.73	i
O=C(Nc1ccc(O)cc1)N1CCOCC1	-1.5	0.76	i
COc1cccc(OCc2cc(C(=O)N(Cc3ccccc3)CC3CC3)no2)c1	-1.8	1.1	i
CCOc1ccccc1NC(=O)CCCCCN1C(=O)[C@@H]2Cc3ccccc3CN2C1=O	-2.1	-3.84	i
CCCCSc1nc2sc3c(c2c(=O)n1-c1ccccc1)CCN(C)C3	-2.1	-0.87	i
CCOC(=O)c1c(NC(=O)CC2SC(N)=NC2=O)sc2c1CCC(C)C2 (stereo not given)	-4.1	0.17	i
O=C(c1cc(C(=O)c2ccco2)cc(C(=O)c2ccco2)c1)c1ccco1	3.1	0.69	i
CN1C(=O)/C(=C/c2ccccc2Cl)Sc2ccc(C(=O)NCc3cccnc3)cc21	-0.7	-0.01	i
CCCCNC(=O)c1[nH]c(C)c(C(C)=O)c1C	x	0.41	i
CCOc1ccc(C2CC(c3ccc(CC)cc3)Nc3nc(N)nn32)cc1 (stereo not given)	0.9	-0.21	i
O=C(N/N=C/c1cccnc1)c1cccc(NC(=O)c2ccc(Cl)cc2)c1	-0.8	-0.33	i
NC1=NC2CS(=O)(=O)CC2S1 (stereo not given)	-0.5	-1.48	i
COCCNC(=O)C1CC2Cn3c(nc4cc5ccccc5cc43)C2N1C (stereo not given)	0.7	2.65	i
O=C(CCc1nc2ccccc2c(=O)[nH]1)NC1CCN(Cc2ccccc2)CC1	-1.2	-0.89	i
CC(=O)Cn1c(=O)c2c(nc3n2CCCN3Cc2ccccc2)n(C)c1=O	-0.2	0.05	i
COc1ccc(S(=O)(=O)N2CCN(C(=O)N(C)C)C2C)cc1 (stereo not given)	-1.3	-1.88	i
Cc1cc2c(ncn2C(C)C)c(NS(=O)(=O)c2ccc(F)cc2)c1C	-2.2	-1.39	i
Cc1cc(=O)n2nc(N3CCCC(C(=O)NCc4ccc(Cl)cc4)C3)sc2n1 (stereo not given)	-2.3	-0.22	i
COc1cc(C(C)=O)ccc1Oc1ncnc2c1cnn2-c1ccc(C)c(C)c1	x	-0.15	i
CC(C)(C)C(=O)NC(n1cnc2c(N3CCOCC3)ncnc21)C(Cl)(Cl)Cl (stereo not given)	0.3	-2.06	i
CC(=O)N1CCc2[nH]c3ccccc3c2C1	0.1	0.76	i
Cc1nc(NC(=O)c2ccccc2)sc1C1(C)CC(c2ccc(OC(F)(F)F)cc2)=NO1 (stereo not given)	-0.6	0.05	i
COC(=O)c1cn(C(=O)c2cc(OC)c(OC)c(OC)c2)c2ccccc12	-1.4	-0.98	i
CCN(CC)c1ccc(NC(=O)c2ccc3c(c2)c(C)c(C)n3C)cc1	-0.5	-1.03	i
COc1ccc(Br)c2oc(SC)cc(=O)c12	2.5	0.02	i
COc1ccc(C2c3[nH]c4ccccc4c3C[C@H]3C(=O)N(c4ccccc4C(=O)N4CCC[C@H]4C(=O)O)C(=O)N23)cc1 (stereo not given in full)	-2.5	-0.13	i
Cc1ccc(O)c(CNc2nc3ccccc3n2C(C)C)c1	-0.7	0.42	i
COc1ccccc1NS(=O)(=O)c1ccc(Cl)c(NC(=O)C(C)N2C(=O)c3ccccc3C2=O)c1 (stereo not given)	x	-1.65	i
O=C(O)CN(c1ccccn1)S(=O)(=O)c1ccc(Cl)cc1	-0.8	1	i
Nc1cccnc1-n1nc(C(F)(F)F)cc1C(F)(F)F	-1.3	-0.54	i
CCOC(=O)C1CCN(C(=O)CN(c2ccc(Oc3ccccc3)cc2)S(C)(=O)=O)CC1	-2.1	0.01	i
O=C(CSc1ccc(-c2ccccn2)nn1)N1CCCCC1	1.0	0.25	i
COc1ccc(Oc2cn[nH]c2-c2ccc(OC)cc2O)cc1	1.0	0	i
CCOC(=O)c1oc2ccccc2c1NC(=O)c1ccco1	5.8	0.92	i
CCOc1ncccc1C(=O)OCc1c(F)cccc1Cl	-1.7	-1.34	i

Taken from above.
Nc1cccnc1-n1nc(C(F)(F)F)cc1C(F)(F)F – Kir21 block = -0.54
COc1ccccc1NS(=O)(=O)c1ccc(Cl)c(NC(=O)C(C)N2C(=O)c3ccccc3C2=O)c1 (stereo not given) – Kir21 block = -1.65
CCOc1ncccc1C(=O)OCc1c(F)cccc1Cl – Kir21 block = -1.34
O=C(O)CN(c1ccccn1)S(=O)(=O)c1ccc(Cl)cc1 – STK33 kinase inh = -0.8
COc1ccc(C2c3[nH]c4ccccc4c3C[C@H]3C(=O)N(c4ccccc4C(=O)N4CCC[C@H]4C(=O)O)C(=O)N23)cc1 (stereo not given in full) – STK33 kinase inh = -2.5
O=C(CSc1ccc(-c2ccccn2)nn1)N1CCCCC1 – STK33 kinase inh = 1.0
CCOC(=O)C1CCN(C(=O)CN(c2ccc(Oc3ccccc3)cc2)S(C)(=O)=O)CC1 – Kir21 block = 0.01

Grouped by structure: the entries above with an aryl thioether with sulfur outside any ring
SMILES	STK33 kinase inh	Kir21 block	KCNQ2 inh
CCOc1ccc2nc(SCC(=O)NC(=O)NCc3ccco3)[nH]c2c1	3.4	1.1	i
O=C(CSc1ncnc2nc[nH]c12)N1CCN(c2ccccc2)CC1	-0.9	0.74	i
CCCCSc1nc2sc3c(c2c(=O)n1-c1ccccc1)CCN(C)C3	-2.1	-0.87	i
COc1ccc(Br)c2oc(SC)cc(=O)c12	2.5	0.02	i
O=C(CSc1ccc(-c2ccccn2)nn1)N1CCCCC1	1.0	0.25	i

(continued)
SMILES	STK33 kinase inh	Kir21 block	KCNQ2 inh
O=C(NCc1cccnc1)c1ccc2c(=O)n(CCCN3CCCC3=O)c(=S)[nH]c2c1	0.2	1.07	i
CCOCCCNC(=O)c1cc2c(-c3ccc(Cl)cc3)nn(C)c2s1	3.2	-0.02	i
O=C(N/N=C/c1cc(O)ccc1Br)c1cccnc1	-7.0	-0.51	i
CCOCCCNC(=O)CCC(=O)NNc1nc2ccccc2c2nc(-c3ccccc3)nn12	x	-0.72	i
Cc1ccc(NC(=S)NNC(=O)c2ccc(N3CCOCC3)c([N+](=O)[O-])c2)cc1Cl	-1.2	0.98	i
Cc1cc(C(=O)NCc2ccc3c(c2)OCO3)ccc1[N+](=O)[O-]	-0.2	-1.56	i
COc1ccc(CNC(=O)CC(C)c2ccccc2)cc1 (stereo not given)	1.0	-1.18	i
CC(=O)c1oc2ccccc2c1N	-0.7	0.03	i
CC1c2cc3c(cc2CCN1C(=O)c1cccc(F)c1)OCCCO3 (stereo not given)	-1.3	-0.77	i
CCOC(=O)C1=C(C)N=c2s/c(=C\c3ccc(OC(C)=O)cc3)c(=O)n2C1/C=C/c1ccccc1 (stereo not given)	1.5	0.84	i
CCNc1c(NS(=O)(=O)c2ccc(F)c(Cl)c2)c(=O)oc2ccccc12	-0.2	-0.54	i
CCN1CCN(C(=S)NC(CC(=O)c2ccccc2)c2ccccc2)CC1 (stereo not given)	-0.1	-0.8	i
CC(Sc1ccc(Cl)cc1)C(=O)Nc1ccc2c(c1)OCO2 (stereo not given)	-0.1	-0.31	i
NC(=O)c1ccc(NC(=O)C2CC2)cc1	-0.7	1.7	i
COCCCNC(=O)c1ccc2c(=O)n(CC3CCCO3)c(=S)[nH]c2c1 (stereo not given)	-0.6	0.89	i
COc1ccc(OC)c(NC(=O)CSc2nc3scc(C)c3c(=O)[nH]2)c1	0.5	2.08	i
O=C(Nc1ccc(-n2cnnn2)cc1)C1CCCN1C(=O)Nc1ccc(Br)cc1 (stereo not given)	0.4	0.23	i
COc1cc(/C=N/Nc2snc(SC)c2C#N)ccc1O	1.3	-1.22	i
